# Assay outcomes from PubChem.
# pPAFAH inh: pPAFAH (human) enzyme inhibition; Q13093; recombinant pPAFAH, FP-rhodamine probe fluorescence polarization; inhibition, % at 3.39 µM; 1.5% of 330,000 active; AID 463082;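 active = inhibition above the mean inhibition across the screen plus 3 SD, cut at about 25% in these data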;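 note: inhibitors block binding of the rhodamine activity-based probe so polarization drops; 0% = enzyme with DMSO and 100% = wells lacking pPAFAH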
# Target sequence (Q13093 whole entry, looked up): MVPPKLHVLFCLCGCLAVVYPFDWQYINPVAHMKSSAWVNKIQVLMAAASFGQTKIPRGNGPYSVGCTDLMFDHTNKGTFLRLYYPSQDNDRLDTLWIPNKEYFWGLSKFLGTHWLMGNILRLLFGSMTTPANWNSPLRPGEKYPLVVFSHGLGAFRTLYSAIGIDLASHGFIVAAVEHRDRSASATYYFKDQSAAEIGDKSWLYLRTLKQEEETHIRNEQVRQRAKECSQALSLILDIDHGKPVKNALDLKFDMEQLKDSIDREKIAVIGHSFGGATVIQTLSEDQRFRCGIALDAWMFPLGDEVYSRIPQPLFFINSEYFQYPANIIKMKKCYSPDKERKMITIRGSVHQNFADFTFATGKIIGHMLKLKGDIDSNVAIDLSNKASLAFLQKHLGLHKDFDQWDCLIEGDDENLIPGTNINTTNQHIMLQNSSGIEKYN
# PAFAH1B3 FP inh: blocks human PAF acetylhydrolase 1B catalytic subunit 3. Q15102. recombinant PAFAH1B3, FP-rhodamine probe, fluorescence polarization. AID 492972. 0.28% of 340,000 active. inhibition, % at 3.39 µM;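 active = inhibition above the screen-wide average of all tested compounds plus 3 SD, cut at about 25% in these data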;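 note: 0% = enzyme with DMSO only and 100% = wells lacking PAFAH1B3 protein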
# PME-1 inh: blocks human protein phosphatase methylesterase 1; recombinant PME-1, FP-Rh probe fluorescence polarization; inhibition, % at 5.9 µM; 0.53% of 320,000 active;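 active = inhibition above the campaign mean of all compounds plus 3 SD, cut at about 26% in these data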;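 note: competitive labeling of PME-1 active site by serine hydrolase directed probe; 0% = PME-1 with DMSO and 100% = wells lacking PME-1 enzyme; inhibitors block probe labeling so polarization falls and inhibition rises; many of its hits are not listed in these tables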
# PAD4 inh: PAD4 (human) enzyme inhibition | Q9UM07 | recombinant PAD4, RCA probe fluorescence polarization | inhibition, % at 6.36 µM | 0.41% of 330,000 active;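 active = percent inhibition above a cutoff equal to the mean of all tested compounds plus 3 SD, cut at about 15% in these data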;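 note: 0% = PAD4 with RCA probe and DMSO and 100% = probe without PAD4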
# PAFAH1B2 inh: PAFAH1B2 (human) inhibition; AID 492953; inhibition, % at 3.39 µM; recombinant PAFAH1B2, FP-rhodamine activity probe, fluorescence polarization; P68402; 1.2% of 340,000 active;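 active = inhibition above the mean of all tested compounds plus 3 SD, cut at about 24% in these data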;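 note: 0% = enzyme with DMSO and 100% = wells lacking PAFAH1B2; many of its hits are not listed in these tables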
# Target sequence (P68402 whole entry, looked up): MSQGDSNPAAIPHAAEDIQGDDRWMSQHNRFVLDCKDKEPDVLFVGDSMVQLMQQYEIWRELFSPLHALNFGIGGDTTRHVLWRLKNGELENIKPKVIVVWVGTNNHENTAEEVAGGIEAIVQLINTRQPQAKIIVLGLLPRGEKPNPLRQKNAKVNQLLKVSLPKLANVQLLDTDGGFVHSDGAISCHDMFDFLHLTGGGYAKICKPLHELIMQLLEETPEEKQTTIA
# GSTO1 counter: counter-screen for RBBP9 inhibitors: inhibitors of human GSTO1 | recombinant GSTO1, activity-based probe fluorescence polarization | inhibition, % at 5.96 µM | 1.1% of 300,000 active | P78417;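 active = inhibition above the campaign mean inhibition plus 3 SD, cut at about 35% in these data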;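 note: 0% = GSTO1-1 with DMSO and 100% = wells lacking GSTO1-1 enzyme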
# PAFAH2 inh: inhibitors of human PAFAH2; recombinant PAFAH2, FP-rhodamine activity probe, fluorescence polarization; inhibition, % at 3.39 µM; 0.99% of 340,000 active;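 active = inhibition above the mean over all tested compounds plus 3 SD, cut at about 30% in these data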;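 note: inhibitors block probe labeling of enzyme so polarization drops; 0% = enzyme with DMSO and 100% = wells lacking PAFAH2 protein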
# LYPLA2 counter: LYPLA2 (human) inhibition in PME1 counter-screen. recombinant LYPLA2, FP-Rh probe fluorescence polarization. inhibition, % at 5.9 µM. 0.38% of 320,000 active;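 active = inhibition above the screen-wide mean plus 3 SD, limit set per campaign, cut at about 26% in these data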;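 note: 0% = LYPLA2 with DMSO and 100% = wells lacking LYPLA2 enzyme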
# LYPLA1 inh: counter-screen for PME1 inhibitors: inhibitors of human LYPLA1 | O75608 | recombinant LYPLA1, FP-Rh probe fluorescence polarization | inhibition, % at 5.9 µM | 0.16% of 320,000 active;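 active = inhibition above the mean of all tested compounds plus 3 SD, set per campaign, cut at about 14% in these data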;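 note: inhibitors block serine hydrolase probe labeling of LYPLA1 so polarization falls; 0% = enzyme with DMSO and 100% = wells lacking LYPLA1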
# Target sequence (O75608 whole entry, looked up): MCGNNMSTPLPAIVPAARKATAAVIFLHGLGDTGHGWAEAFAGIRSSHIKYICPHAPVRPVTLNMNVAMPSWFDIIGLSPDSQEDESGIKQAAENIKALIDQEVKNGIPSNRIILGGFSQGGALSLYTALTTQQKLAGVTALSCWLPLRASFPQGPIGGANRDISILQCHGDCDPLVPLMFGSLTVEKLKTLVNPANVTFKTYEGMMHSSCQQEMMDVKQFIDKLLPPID
# The depositor's hits bear a star; · = not tested or not shown. These rows are one share of the data (hit frequency here may not be typical).
SMILES	pPAFAH inh	PAFAH1B3 FP inh	PME-1 inh	PAD4 inh	PAFAH1B2 inh	GSTO1 counter	PAFAH2 inh	LYPLA2 counter	LYPLA1 inh
Cc1ccc2c(c1)N(CCCC(=O)NCc1ccc3c(c1)OCO3)C(=O)CO2	-1	4	0	-1	-2	8	4	2	0
Cc1cc(NC(=O)CCC2COc3ccccc3O2)no1 (stereo not given)	2	-1	-2	1	0	2	2	-2	1
COc1ccc(C(C)=O)cc1COC(=O)c1cccc(N(C)C)c1	8	-3	0	3	0	-7	5	0	-1
COc1cc([N+](=O)[O-])cc2sc(NC(=O)C(C)(C)C)nc12	-3	5	2	0	-5	6	2	11	6
CN1CCN(C(=O)C2=C[C@H](c3ccc(Br)cc3)C[C@H](OCCCCO)O2)CC1	-3	3	-4	1	9	-1	5	3	0
CCCCC(C(=O)NC(C)(C)C)N(Cc1ccccc1)C(=O)c1snc(C(N)=O)c1N (stereo not given)	-8	7	-2	-1	3	-3	7	-6	2
COc1ccc(C2CC(=O)C3=C(C2)NC(C)=C(C#N)C3c2ccc(N(C)C)cc2)cc1 (stereo not given)	10	5	12	1	-2	9	1	7	-2
CCOc1ccc(NC(=O)Nc2cc(C)ccc2OC)cc1	12	-8	0	-1	3	-2	7	-3	-1
CC(C)OCCCNc1ncnc2c1[nH]c1ccc(F)cc12	2	9	11	3	-3	-2	-4	-7	2
CCOc1ccc(CNc2ccc3c(c2)ncn3C(C)(C)C)cc1	9	3	4	-4	2	1	3	1	2
Cc1ccc2nc(-c3ccc(NC(=O)c4ccco4)cc3)[nH]c2c1	-7	-3	-20	1	3	-19	-5	-13	-14
O=C(CN1CCN(S(=O)(=O)c2cc(C(F)(F)F)ccc2Cl)CC1)N1CCc2ccccc2C1	-1	11	14	-2	2	·	9	8	4
O=C(Nc1ccccc1N1CCN(C(=O)c2ccc(Cl)cc2)CC1)c1ccc2c(c1)OCO2	3	9	-1	3	-4	6	-8	3	-4
CC(C)c1ccc(NC(=O)CSc2nc(-c3ccccc3F)nc3nc[nH]c23)cc1	-1	-36	-7	-1	-18	-6	-31	-9	-5
Cc1ccc2nc(SCC(=O)NC3CCS(=O)(=O)C3)[nH]c2c1 (stereo not given)	-4	22	·	-7	3	·	10	·	·
FC(F)(F)c1cccc(Cn2nnnc2-c2cc(Cl)cc(Cl)c2)c1	6	-2	5	1	-6	-5	-5	5	0
COC(=O)[C@@H](NC(=O)Nc1cccc(OC)c1)C(C)C	1	9	1	2	5	2	0	0	0
C=CCNCC(=O)NN=C(c1ccccc1)c1ccccc1	2	0	1	1	3	2	0	5	4
COc1ccccc1NS(=O)(=O)c1cc2c(cc1C)NC(=O)CO2	6	5	6	-5	5	-1	3	2	-2
Cc1ccc(NC(=O)CN2CCc3ccccc3C2)cc1S(=O)(=O)N(C)C	-2	9	26	-2	6	-3	-1	3	-3
C=CCNC(=O)c1oc2ccc(S(=O)(=O)N3CCC4(CC3)OCCO4)cc2c1C	5	4	-7	2	7	-2	-1	0	-4
Cc1cccc(N2CCN(C(=O)CCC(=O)N3CC(C)Oc4ccccc43)CC2)c1C (stereo not given)	-2	5	0	4	3	0	0	3	-2
COCC(C)NS(=O)(=O)c1ccc(C(=O)NC(Cc2ccccc2)c2ccccc2)cc1 (stereo not given)	2	4	2	-2	3	2	-22	2	-5
O=c1c2c3c(sc2ncn1/N=C/c1ccc(Br)o1)CCCC3	5	4	1	2	-7	4	1	2	0
CCN1C(=O)[C@H]2[C@@H](c3ccc(-c4ccccc4)cc3)N3CCC[C@@]3(C(=O)OC)[C@H]2C1=O	0	2	-7	-6	-7	-6	-1	-5	1
CCN(CC)S(=O)(=O)c1ccc(S(=O)(=O)Nc2cc3c(cc2C(C)=O)OCO3)cc1	7	4	0	-2	-3	8	5	6	-1
NC(=O)CSc1nnc(-c2ccccn2)n1Cc1ccco1	3	4	6	0	9	-1	-2	-1	0
Cc1cc(/C=C2/C(=O)NN(c3ccccc3)C2=O)c(C)n1-c1ccc(O)cc1	0	7	9	-1	8	-6	13	-1	0
O=C(Cn1cncn1)c1ccccc1Br	4	2	-1	2	1	5	7	-3	-3
CC(=O)Nc1c(C(=O)N2CCN(c3ccccn3)CC2)cnn1-c1ccc(C)cc1	3	1	0	-5	1	2	2	6	3

# Quoted from the listing.
# For GSTO1 counter, `COc1ccc(C(C)=O)cc1COC(=O)c1cccc(N(C)C)c1` reads -7
# For PAFAH1B2 inh, `COc1ccccc1NS(=O)(=O)c1cc2c(cc1C)NC(=O)CO2` reads 5
# For PME-1 inh, `Cc1cc(NC(=O)CCC2COc3ccccc3O2)no1` (stereo not given) reads -2
# For PAD4 inh, `CC(C)c1ccc(NC(=O)CSc2nc(-c3ccccc3F)nc3nc[nH]c23)cc1` reads -1

# Next part.
# Screens in order – pPAFAH inh, PAFAH1B3 FP inh, PME-1 inh, PAD4 inh, PAFAH1B2 inh, GSTO1 counter, PAFAH2 inh, LYPLA2 counter, LYPLA1 inh
- COCCNC(=O)/C(C#N)=C/c1c(N2CCN(c3ccccc3)CC2)nc2ccccn2c1=O
    5, -3, 1, 2, 0, 3, 0, -2, 0
- CC1COc2ccccc2N1S(=O)(=O)c1cc(Cl)ccc1Cl (stereo not given)
    6, 6, 2, 2, 3, 6, 3, -7, -2
- COc1cc(O)c(C(CCN2CCN(c3ccccc3)CC2)c2ccc(N(C)C)cc2)c(OC)c1 (stereo not given)
    2, 0, 8, 3, -1, -2, 2, 2, -1
- COc1ccc(/C=C(\NC(=O)c2ccc([N+](=O)[O-])cc2)C(=O)NCCCn2ccnc2)cc1
    4, 2, -3, -4, 5, -2, 2, 2, -1
- CCOC(=O)c1c(-c2cccs2)csc1NC(=O)CCCC(=O)O
    14, 1, -3, -5, 4, 1, -6, 2, 2
- CN(CC(=O)Nc1ccc(N2CCOCC2)cc1)C(=O)CCc1cc(C(C)(C)C)c(O)c(C(C)(C)C)c1
    0, 5, 8, 1, 4, 4, 5, 0, 1
- Cc1ccc(CCNC(=O)C2CCN(S(=O)(=O)N3CCOCC3)CC2)cc1
    6, 1, -4, -5, 5, -1, 1, 0, -3
- CC1CCCCC1NC(=O)/C(C#N)=C/c1ccc(OCC(N)=O)cc1 (stereo not given)
    2, 6, -7, 3, 5, -5, -2, 0, 3
- N#CCCN1CCN(Cc2cc(-c3ccccc3)ccc2O)CC1
    8, -4, -4, -6, 2, 9, -5, 1, -3
- COc1ccc(NC(=S)N2CCCCC2c2cccnc2)cc1 (stereo not given)
    7, 2, -3, -1, -1, 2, 1, 4, -3
- N#CC1(NC(=O)COc2ccc3oc4ccccc4c3c2)CCCCC1
    0, 2, 3, -3, 5, 4, 1, 1, 1
- COC(=O)c1ccc2c(C)c(C(C)(C)O)[nH]c2c1
    1, 10, -1, -1, 0, 5, -2, 12, 2
- O=C(CCNS(=O)(=O)c1ccccc1C(F)(F)F)NCCCc1ccccc1
    1, 8, 5, 2, 14, ·, 6, 3, -2
- O=C(CSC(=S)N1CCOCC1)Nc1ccc(S(=O)(=O)Nc2ncccn2)cc1
    1, 2, 5, 1, 0, 17, 4, -3, -2
- N/C(=N\S(=O)(=O)c1ccc(Cl)s1)c1ccccc1
    2, 2, -1, -2, 1, 1, -1, 0, 2
- CSc1ccccc1NC(=O)Cn1nnc(-c2ccc(S(C)(=O)=O)cc2)n1
    1, 6, -4, -2, 1, 3, -5, 0, -2
- COc1ccc(C(=O)O)cc1S(=O)(=O)Nc1cc(Cl)ccc1N1CCOCC1
    5, -2, -1, -2, -1, ·, 3, 2, -1
- Cc1ccsc1C(=O)Nc1n[nH]c(C(F)(F)F)n1
    1, 1, 2, 0, 0, 1, 9, 4, 3
- CCC(Sc1nc(=O)cc(N)n1CCc1ccccc1)C(=O)Nc1ccccc1C#N (stereo not given)
    2, 0, 1, 0, 3, -1, -3, -5, 1
- Cc1cc(C)c(C)c(S(=O)(=O)NC(C(=O)O)C(C)C)c1C (stereo not given)
    0, 9, -5, -6, -5, -1, 6, 1, 1
- Cc1ccc2cc3cc(C(=O)NCCCN4CCCC4)oc3nc2c1
    3, 4, 1, -1, -2, -2, 5, -12, -6
- COc1ccc(NC(=O)Nc2ccc(N3CCOCC3)c3nonc23)c(OC)c1
    0, -11, -13, -5, -19, -9, -23, 0, -3
- O=C(NC(=O)c1ccccc1)Nc1ccccc1O
    -2, -3, 0, 2, 4, -1, -1, -2, -2
- Cc1ccc(OCC(O)CN2CC3(C)CC2CC(C)(C)C3)cc1 (stereo not given)
    2, 17, 2, 2, -1, 2, 3, -3, 3
- CC1(C)CC(=O)C(C=NCCN2CCN(CC(=O)Nc3ccc(F)cc3)CC2)=C(O)C1
    5, -3, -1, 5, 6, 5, 0, -2, -2
- Cc1cc(=O)n(C)c(=O)n1CCCCCOc1cccc([N+](=O)[O-])c1
    5, 1, 5, -2, 2, 4, 4, 26, 2
- CCOC(=O)c1ccc(C(=O)NNC(=O)C2CC=CCC2)cc1 (stereo not given)
    0, ·, 3, 1, ·, -2, ·, -3, 3
- CC(C)C[C@@H](CC#N)N1CCN(Cc2ccccc2)CCC1=O
    1, -1, -1, 0, 2, -1, -6, 7, 5
- Cc1ccc(NC(=O)c2ccc(F)cc2F)cc1
    -2, 0, 0, 2, 0, 3, -3, 1, 2
- CCOC(=O)C1=C(CSc2n[nH]c(N)n2)NC(=O)NC1C (stereo not given)
    0, -4, -2, -5, 3, -5, -4, -1, 0
- CCOc1ccc(NC(=O)NCC2CCN(c3ccc(OC)cc3)C2)cc1 (stereo not given)
    3, 2, 2, -2, 0, 9, -8, -6, -2
- O=C1ON=C(c2ccccc2[N+](=O)[O-])/C1=C/c1cccc([N+](=O)[O-])c1O
    5, 5, 2, 1, 1, ·, 0, 5, -1
- CN(C)C(=O)Cn1nc(-c2ccccc2)c2ccccc2c1=O
    4, -3, -1, -5, 3, 6, 12, 7, -2

# An excerpt from above in order of heavy-atom count, smallest number first:
# Screens in order – pPAFAH inh, PAFAH1B3 FP inh, PME-1 inh, PAD4 inh, PAFAH1B2 inh, GSTO1 counter, PAFAH2 inh, LYPLA2 counter, LYPLA1 inh
- N/C(=N\S(=O)(=O)c1ccc(Cl)s1)c1ccccc1
    2, 2, -1, -2, 1, 1, -1, 0, 2
- CCC(Sc1nc(=O)cc(N)n1CCc1ccccc1)C(=O)Nc1ccccc1C#N (stereo not given)
    2, 0, 1, 0, 3, -1, -3, -5, 1
- COCCNC(=O)/C(C#N)=C/c1c(N2CCN(c3ccccc3)CC2)nc2ccccn2c1=O
    5, -3, 1, 2, 0, 3, 0, -2, 0
